# Screening data: PubChem, several laboratories
# HGIII-sPLA2 inh – human group III sPLA2 inhibitors, primary screen, biochemical, QFRET, BODIPY PC-A2 liposome substrate; Group 3 secretory phospholipase A2 (Homo sapiens), Q9NZ20; AID 743126, 2013; inhibition, % at 12.2 µM; hit rate 0.56% among 370,000; QFRET BODIPY PC-A2 liposome hydrolysis, fluorescence;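 active = inhibition above mean plus 3 SD of compounds lying within the high and low control bounds, cut at about 19% in these data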;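 note: 0% = median of test compound wells and 100% = no enzyme DMSO wells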
# Target sequence (Q9NZ20 whole entry, looked up): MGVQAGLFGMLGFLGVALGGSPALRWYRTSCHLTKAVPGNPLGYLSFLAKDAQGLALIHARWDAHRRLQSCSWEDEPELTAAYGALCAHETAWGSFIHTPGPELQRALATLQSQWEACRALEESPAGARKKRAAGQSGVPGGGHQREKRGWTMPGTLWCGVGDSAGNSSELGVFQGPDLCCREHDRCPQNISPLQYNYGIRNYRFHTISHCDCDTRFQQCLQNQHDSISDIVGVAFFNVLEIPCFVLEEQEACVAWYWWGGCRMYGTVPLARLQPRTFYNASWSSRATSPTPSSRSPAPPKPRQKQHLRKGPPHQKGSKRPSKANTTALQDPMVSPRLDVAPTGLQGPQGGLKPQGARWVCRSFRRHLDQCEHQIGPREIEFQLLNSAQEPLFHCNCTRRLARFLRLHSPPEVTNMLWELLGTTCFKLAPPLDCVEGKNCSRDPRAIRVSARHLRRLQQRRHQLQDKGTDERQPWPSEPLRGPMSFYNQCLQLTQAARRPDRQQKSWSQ
# DAX1 inh-1 – DAX1 (NR0B1) inhibitors, primary screen, cell-based, HEK293, Gal4-DAX1, luciferase luminescence | Nuclear receptor subfamily 0 group B member 1 (Homo sapiens), P51843 | HEK293 Gal4-DAX1 luciferase reporter | inhibition, % at 6.75 µM | hit rate 0.99% among 340,000 | AID 504766, 2011;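 active = inhibition above the mean over all tested compounds plus 3 SD, cut at about 4.2% in these data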;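 note: 0% = DAX1-transfected cells with DMSO and 100% = empty-vector control cells with DMSO; inhibition shows as a rise in luminescence from relieved DAX1 repression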
# Target sequence (P51843 207-470 limits assumed): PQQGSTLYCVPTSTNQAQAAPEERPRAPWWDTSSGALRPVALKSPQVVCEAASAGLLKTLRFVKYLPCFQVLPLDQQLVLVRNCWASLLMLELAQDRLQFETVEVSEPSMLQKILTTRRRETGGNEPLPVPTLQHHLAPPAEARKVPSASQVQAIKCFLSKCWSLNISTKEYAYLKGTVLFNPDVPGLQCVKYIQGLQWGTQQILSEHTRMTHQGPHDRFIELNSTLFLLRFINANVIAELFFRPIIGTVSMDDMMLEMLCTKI
# GC-B act – human GC-B receptor activators, primary screen, HEK293 GC-B cells, cGMP TR-FRET, EC30 CNP; Atrial natriuretic peptide receptor 2 (Homo sapiens), P20594; 0% at EC30 CNP, 100% saturating CNP; activation, % at 10 µM; hit rate 0.11% among 370,000;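 active = activation at 10 µM reaching about 35% in either raw or pattern-adjusted values, limit read from the data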
# ADAM10 inh – human ADAM10 inhibitors, primary screen, biochemical, QFRET, HTS; hit rate 0.62% among 370,000; Disintegrin and metalloproteinase domain-containing protein 10 (Homo sapiens), O14672; recombinant ADAM10, EDANS/DABCYL FRET peptide cleavage, 3 h; inhibition, % at 7 µM;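 active = inhibition above a per-campaign cutoff equal to the mean of compounds falling between control-based bounds plus 3 SD, cut at about 20% in these data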;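 note: 0% = DMSO wells while the 100% control is not disclosed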
# hgDAF-12 ag – H. glycines DAF-12 receptor agonists, primary screen, cell-based, luminescence, HEK293, GAL4 fusion, UAS-luciferase; hit rate 1.8% among 370,000; Nuclear hormone receptor DAF-12 (Heterodera glycines), GAL4 fusion; HEK293 GAL4-hgDAF12 UAS-luciferase reporter, agonist luminescence; normalized to butyrate control; activation, % at 6.8 µM; AID 687014, 2013;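 active = activation above a cutoff set at the mean of all screened compounds plus 3 SD, cut at about 10% in these data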;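 note: 0% = DMSO wells and 100% = sodium butyrate wells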
# ssDAF12 agonist – S. stercoralis DAF-12 nuclear receptor activators, primary screen, cell-based, luminescence, HEK293, GRIP1 co-expression, lit1-tk-luc; Nuclear hormone receptor DAF-12 (Strongyloides stercoralis); activation, % at 6.8 µM; hit rate 1% among 370,000; HEK293 ssDAF-12/GRIP1 lit1-tk-luc reporter; % of 3 µM dafachronic acid response; AID 652126, 2013;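 active = activation above the mean over all tested compounds plus 3 SD, cut at about 0.9% in these data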;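 note: 0% = DMSO-only wells and 100% = 3 µM delta7-dafachronic acid wells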
# GC-A act – GC-A stimulated cGMP production enhancers – HEK293 GC-A cells, cGMP TR-FRET, EC30 ANP, primary screen. hit rate 0.14% among 370,000. activation, % at 10 µM. 0% at EC30 ANP, 100% saturating ANP; in the data active = activation above about 40%
# FXN GAA850 act – FXN promoter activators, primary screen, cell-based, luciferase luminescence, HEK293 lucGAA850 | hit rate 0.56% among 360,000 | HEK293 lucGAA850 FXN promoter luciferase reporter, 24 h; percent of 10 µM SAHA response | activation, % at 6 µM;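 active = activation above the average of all compounds screened plus 3 SD, cutoff fixed separately per campaign, cut at about 7.5% in these data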;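 note: 0% = DMSO wells and 100% = 10 µM SAHA wells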
# SMARCA2 activ – SMARCA2 (BRM) function activators, primary screen, cell-based, luminescence, high throughput; MG213 cells, MMTV-luciferase reporter, dexamethasone, overnight; hit rate 1% among 370,000; activation, % at 9.1 µM; in the data active = activation above about 7.8%;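 note: 0% = vehicle wells and 100% = reference activator wells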
# DAX1 inh-2 – DAX1 (NR0B1) inhibitors on StAR promoter, primary screen, cell-based, luminescence, SF-1 (NR5A1), full-length DAX-1 | HEK293T StAR-luciferase reporter, SF-1/DAX-1 repression relief | inhibition, % at 6.8 µM | hit rate 1.1% among 370,000 | AID 652010, 2013;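 active = inhibition above the mean over all tested compounds plus 3 SD, cut at about 3.6% in these data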;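 note: 0% = DAX-1 cells with DMSO and 100% = cells lacking DAX-1 with DMSO; higher inhibition means more luminescence from relief of DAX-1 repression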
# hcDAF12 agonist – H. contortus DAF-12 nuclear receptor activators, primary screen, cell-based, luminescence, HEK293, lit1-tk-luc reporter. HEK293 hcDAF-12 lit1-tk-luc reporter; 0% DMSO, 100% Δ7-dafachronic acid. activation, % at 6.8 µM. hit rate 1.4% among 370,000. AID 652067, 2013;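 active = activation above the mean of all tested compounds plus 3 SD, cut at about 5.5% in these data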;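 note: 100% = response to 3 µM Δ7-dafachronic acid high control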
# Active calls of the source: *; nt = not tested or not shown.
SMILES,HGIII-sPLA2 inh,DAX1 inh-1,GC-B act,ADAM10 inh,hgDAF-12 ag,ssDAF12 agonist,GC-A act,FXN GAA850 act,SMARCA2 activ,DAX1 inh-2,hcDAF12 agonist
Cc1ccc2[nH]cc(CCNC(=O)C3CCCCC3)c2c1,-38,-0.3,-2,9,-1.1,-1.7,-4,1.4,-3,-0.7,-0.5
O=C(O)CNC(=S)N(Cc1ccccc1)Cc1cccnc1,3,1.7,-4,-13,-0.8,-1.7,3,1.3,-1,-0.1,-1.5
NC(=O)c1cc(S(=O)(=O)N2CCOCC2)ccc1Sc1ccccc1N,-7,-1.3,1,-2,1.3,-0.3,1,1.0,-2,0.7,0.9
COc1ccc(Cc2c(O)nc(SCC(C)C)[nH]c2=O)cc1,7,0.9,3,5,-0.6,0.4,2,0.2,-3,-0.2,0.5
CNC(=S)N1N=C(c2ccc(C)cc2)CC1c1cc(OC)ccc1OC (configuration not stated),-11,-1.0,0,6,-2.1,-0.7,-5,1.9,-1,-1.5,1.5
Cc1cc(Cl)c(S(=O)(=O)N2CCSCC2)cc1OCC(=O)NC1CCCCC1,6,-0.1,-1,-6,-5.1,-1.7,-1,-5.3,-4,-1.1,-0.8
COc1ccc(C(=O)NCC(=O)N/N=C/c2ccc([N+](=O)[O-])o2)cc1OC,2,-2.1,0,2,-4.3,-1.9,-5,0.8,-1,-0.8,-2.3
COc1ccccc1N1CC(C(=O)OCC(=O)c2ccc(F)cc2)CC1=O (configuration not stated),0,1.0,2,-6,-0.8,-1.1,4,1.1,-4,-0.3,-1.4
CCOC(=O)N1CCN(S(=O)(=O)c2ccc(C(=O)Nc3sc4c(c3C#N)CCC4)cc2)CC1,3,0.9,-1,6,0.7,-1.1,0,3.2,11*,0.2,4.0
N#CC1=C(N)OC2=C(C(=O)CCC2)C12CCC1(CC2)OCCO1,4,1.7,-1,-30,0.8,-0.3,-2,1.6,-3,0.5,0.3
O=C(COc1ccc(C(=O)c2ccc(F)cc2)cc1)Nc1cccc(S(=O)(=O)N2CCOCC2)c1,-12,-3.0,-7,0,-2.7,-1.8,6,-3.1,-5,-7.8,-5.0
CCc1nnc(NC(=O)CCC(=O)N2CCN(Cc3ccc(OC)c(F)c3)CC2)s1,6,-0.1,3,6,-0.9,-1.1,-4,-0.3,-4,-0.6,-1.5
CC1Sc2ccccc2N(CC(=O)N(C(C)C)C(C)C)C1=O (configuration not stated),-4,-0.7,6,6,0.2,-1.1,3,0.7,1,0.3,-0.2
CCO[C@H]1OC(C(=O)NCc2ccccc2)=C[C@@H](c2ccccc2)[C@@H]1CCCO,-5,-0.4,0,6,-0.7,-1.2,1,0.7,3,-0.2,-1.5
O=C(COn1nnc2ccc(S(=O)(=O)N3CCOCC3)cc21)NCc1cccc(Cl)c1,-5,-0.3,-10,3,-2.9,-1.6,-1,-1.0,1,-0.5,0.6
C[C@@H]1CN([C@@H](C)CO)C(=O)CCCn2nncc2CO[C@H]1CN(C)C(=O)Cc1ccccc1,3,1.9,-2,-7,-0.8,-1.2,4,-1.5,-4,-0.1,0.2
CNC(=O)/C(=C\c1ccc2c(c1)OCO2)NC(=O)c1ccc(Br)cc1,6,-0.9,-2,-8,-1.7,-0.9,-1,1.6,0,0.0,-1.2
c1ccc2[nH]c(-c3cscn3)nc2c1,-4,-0.8,3,-1,12*,-0.2,6,5.0,5,2.1,0.8
CCOc1ccc2[nH]c(=O)c(CN(Cc3nnnn3Cc3ccccc3)CC3CCCO3)cc2c1 (configuration not stated),-5,-0.2,-1,-115,1.1,-1.3,-5,-0.7,4,0.0,-0.9
CCN1CCc2c(sc(NC(=O)c3ccc4ccccc4c3)c2C(N)=O)C1,-19,-0.8,-5,-33,2.2,-0.7,7,2.3,2,-2.0,-0.1
CC(C)Oc1ccc(C2C(C#N)=C(N)Oc3c2oc(CO)cc3=O)cc1 (configuration not stated),-4,-1.2,-3,-3,0.0,-1.0,-1,-1.7,4,-0.6,-0.9
CC(=O)Nc1cccc(/C(C)=N/NC(=O)c2cc(-c3ccncc3)nc3ccccc23)c1,4,-1.8,-8,-9,2.8,-1.7,-5,-1.5,-3,0.7,-0.1
COc1ccc(CC(=O)OCC(=O)NNC(=O)c2ccccc2)cc1,2,-0.5,1,-14,1.0,-1.3,-1,1.1,0,0.4,1.9
CC1CC(C)CN(CCCNC(=O)Cc2c(C(=O)O)n(C)c3ccccc23)C1 (configuration not stated),1,0.0,6,-6,1.7,-0.8,4,-1.5,0,0.0,1.6
C/C(=N/NC(=O)CNc1ccc(Cl)cc1C)c1ccc(C)cc1,-5,0.2,0,1,0.0,-1.6,0,1.7,1,-0.1,-0.1
CCOc1ccc(S(=O)(=O)N2CCN(C(=O)c3cc4ccccc4o3)CC2)cc1,-16,-1.1,0,-3,-0.7,-1.6,-5,-1.1,-2,-3.9,-2.7
CC12CNCC(C)(CN(C3(O)C(=O)Nc4ccc(Br)cc43)C1)C2=O (configuration not stated),7,-1.7,-1,-2,1.2,-0.6,1,1.1,-1,-0.5,2.4
C=CCn1c2ccccc2c2nnc(SCC(=O)Nc3c(C)n(C)n(-c4ccccc4)c3=O)nc21,2,-0.7,-2,2,-1.0,-1.6,7,-0.2,1,-0.4,-1.3
CSc1ccc(C2C(C(=O)c3ccco3)=C(O)C(=O)N2c2nnc(SC)s2)cc1 (configuration not stated),-97,-0.9,-3,-7,12*,-0.7,13,5.0,0,6.4*,3.7
CCOP(=O)(c1ccc(N(C)C)cc1)C(O)c1ccccc1OC (configuration not stated),1,-0.1,0,5,1.4,-1.7,2,0.3,1,-0.1,0.4
O=C(Nc1cccc([N+](=O)[O-])c1)c1[nH]ncc1Cl,-14,0.5,4,-2,14*,-0.8,3,5.2,4,0.9,4.0
COc1ccc(CNC(=O)CCn2c(=O)oc3ccccc32)cc1,4,0.3,-4,-4,-0.3,-0.8,-1,-1.9,-4,-0.2,-0.1
CCc1nc2ccc(C(=O)N(CC)CCN(C)C)cn2c1N(C)Cc1nccs1,5,nt,2,-34,1.3,-1.4,-1,-1.0,-2,0.1,-0.2
OCCNC(=S)c1ccccc1,1,-1.1,8,0,-1.8,-0.5,-2,-0.2,5,-0.3,-0.7
COC(=O)c1sccc1NC(=O)CSc1ccccc1NS(=O)(=O)c1ccc(Cl)cc1,-78,-0.8,-1,18,-1.2,-1.2,-6,2.6,-2,-0.8,-0.9
O=C(O)CCCNS(=O)(=O)c1cccs1,-2,0.8,-4,-7,-1.0,-1.3,6,-1.8,1,0.0,-0.3
Cc1ccc(NC(=O)CC2SC(=Nc3ccc(O)cc3)NC2=O)cc1 (configuration not stated),-17,-0.3,2,5,-3.0,-1.4,0,1.8,-2,-0.1,-0.3
COc1ccccc1NS(=O)(=O)c1cccc(C(=O)NCC(c2ccco2)N2CCCC2)c1 (configuration not stated),-5,-0.5,5,-11,0.4,-1.8,-2,-1.3,-3,-2.4,-2.7
O=C(NCc1nnc2c(C(F)(F)F)cc(Cl)cn12)c1ccco1,9,-0.2,4,-11,-2.7,-1.6,-2,0.0,0,1.3,-2.8
CCCCCCCCN1C(=O)[C@@H](CC(=O)NCC2CCCCC2)C[C@@]2(C(=O)OC)C1=C[C@H](C(C)C)O[C@@H]2C1CC1,2,nt,-1,1,4.0,0.0,1,nt,-3,1.0,1.4
CCN(C(=O)CCc1nc(-c2ccccc2F)no1)c1cc(OC)ccc1OC,-2,-1.4,-4,4,-4.3,-1.4,-4,-0.3,-4,-0.4,-3.2
CCN1CCc2c(OCC(=O)Nc3ccccc3)cccc2C1=O,4,0.8,-5,-4,-0.1,-1.0,-1,0.0,-3,-1.5,0.3
Cn1cc(/C=C2\SC(=O)NC2=S)c2ccccc21,11,-1.3,-8,1,1.6,-0.1,-2,-2.1,-2,-0.3,1.3
COc1cc(N2CCC(O)CC2)ccc1Nc1cc(Nc2ccccc2S(=O)(=O)C(C)C)c2cc[nH]c2n1,15,nt,3,-7,-0.8,-1.0,-4,nt,-6,-1.2,-2.6
COc1cc(C(=O)NC2CCN(Cc3ccccc3)CC2)cc(Cl)c1OC(C)C,-1,-0.8,-3,-1,1.0,-1.4,-3,-1.2,-7,-0.1,0.8
CCN(CC)CCNS(=O)(=O)c1ccc(C(=O)NN)cc1,-1,-0.6,2,-3,-1.4,-1.5,4,1.5,-1,1.6,-0.1
CNC(=O)CSCc1c(F)cccc1Cl,2,2.3,5,-8,-2.7,0.3,0,1.0,0,-0.1,0.3
CCOC(=O)N1CCN(C(=O)Nc2ccc3nc(C)sc3c2)CC1,7,-0.2,-4,-24,-0.8,-0.7,4,3.3,-3,0.2,0.7
COc1cccc(-c2cnc3c(NC=O)cc(-c4ccc(O)c(OC)c4)cn23)c1,-18,nt,-5,-15,-1.6,-1.5,-2,4.1,4,-1.2,-2.5
CCOC(=O)CNC(=O)CSc1nc(-c2ccccc2)ns1,7,-1.1,5,-4,0.0,-1.4,4,-2.7,-2,1.8,0.2
CC(C)NC(=O)CCNS(=O)(=O)c1ccc(Br)cc1,0,-0.7,2,13,2.1,-2.1,4,-2.9,3,-0.5,-1.0
Cc1ccc(NC(=O)COC(=O)CCCC2=NS(=O)(=O)c3ccccc3N2)cc1C,-12,0.2,-3,5,-0.3,-0.9,-9,0.6,4,-0.1,2.6
COCC(C)NC(=S)Nc1ccccc1[N+](=O)[O-] (configuration not stated),2,0.7,1,-3,-1.8,2.4*,3,1.2,-2,0.1,3.8
CCOC(=O)N1CCN(c2ccc(C(=O)CC)cc2F)CC1,-6,0.0,-7,-8,1.0,-0.9,3,-1.2,1,-0.4,-0.5

# Another view of two compounds above:
CC(C)NC(=O)CCNS(=O)(=O)c1ccc(Br)cc1
  HGIII-sPLA2 inh: 0	DAX1 inh-1: -0.7	GC-B act: 2	ADAM10 inh: 13	hgDAF-12 ag: 2.1	ssDAF12 agonist: -2.1	GC-A act: 4	FXN GAA850 act: -2.9	SMARCA2 activ: 3	DAX1 inh-2: -0.5	hcDAF12 agonist: -1.0

Cc1ccc(NC(=O)COC(=O)CCCC2=NS(=O)(=O)c3ccccc3N2)cc1C
  HGIII-sPLA2 inh: -12	DAX1 inh-1: 0.2	GC-B act: -3	ADAM10 inh: 5	hgDAF-12 ag: -0.3	ssDAF12 agonist: -0.9	GC-A act: -9	FXN GAA850 act: 0.6	SMARCA2 activ: 4	DAX1 inh-2: -0.1	hcDAF12 agonist: 2.6
